HTRA1 inhibitor = HTRA1 serine protease inhibitors, primary screen, biochemical, fluorescence polarization, HTS | inhibition, % at 5.96 µM | 340,000 tested, 0.5% active | Q92743 | AID 504803, 2011 | recombinant HTRA1, FP-rhodamine activity-based probe; in the data active = inhibition above about 36%;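 also: 0% = enzyme with DMSO and 100% = wells lacking enzyme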
LEDGF integ inh = blockers of LEDGF/p75-dependent integrase strand transfer – biochemical, TR-FRET, high throughput, primary screen. HIV-1 integrase (with human LEDGF/p75). TR-FRET IN-LEDGF/p75 DNA integration, Eu/Cy5. inhibition, % at 3.7 µM. 370,000 tested, 0.64% active. AID 743269, 2014;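 active = inhibition above the screen-wide mean plus 3 SD, cut at about 13% in these data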;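 also: signal is the Cy5 over europium emission ratio at 671 and 618 nm; 0% = plate median of compound wells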
TCR CD3 inh = inhibitors of human TCR-CD3 interaction, primary screen, biochemical, fluorescence, TAMRA-labeled TCR probe. T-cell receptor (TCR). 360,000 tested, 0.37% active. AID 651800, 2012. inhibition, % at 9.4 µM; in the data active = inhibition above about 19%;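 also: recombinant mutant TCR 2C K166C tagged with TAMRA read by polarization; 0% = receptor in buffer alone and 100% = receptor with positive control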
PG9 Ab binder = binders of HIV-1 gp120 antibody PG9, primary screen, biochemical, TR-FRET. inhibition, % at 6.7 µM. 360,000 tested, 0.43% active. TR-FRET gp120-PG9 antibody binding. HIV-1 gp120 / PG9 antibody interaction; in the data active = inhibition above about 8.5%
ABHD4 inh = ABHD4 inhibitors, primary screen, biochemical, fluorescence polarization, mouse; purified mABHD4, FP-Rh probe fluorescence polarization; inhibition, % at 8.92 µM; 370,000 tested, 0.54% active; AID 720543, 2013;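 active = inhibition exceeding the mean over every tested compound plus 3 SD, cut at about 30% in these data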;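 also: 0% = plate median of compound wells and 100% = S159A mutant with DMSO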
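Doses – 8.92 µM, single dose · Material – wild-type mouse ABHD4 protein · Replication – single well per compound (singlicate) · Measure – percent inhibition of probe binding, normalized to plate controls · Schedule – 45 min compound pre-incubation plus 60 min probe step, 25 °C · Detection – fluorescence polarization with parallel and perpendicular emission, 525/598 nm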
Rev-erbA mod = modulators of Rev-erb alpha DNA binding, primary screen, biochemical, FITC-DNA, fluorescence polarization, uHTS; activity, % at 10 µM; Rev-erbα–FITC-DNA binding, 90 min; 370,000 tested, 0.79% active; Nuclear receptor subfamily 1 group D member 1 (Homo sapiens), P20393;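 active = activity above about 14%, limit read from the data; passing the limit was not always enough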;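 also: 0% = DMSO wells with 35 nM protein and 100% = DMSO wells with 750 nM protein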
Target sequence (P20393 whole entry, looked up): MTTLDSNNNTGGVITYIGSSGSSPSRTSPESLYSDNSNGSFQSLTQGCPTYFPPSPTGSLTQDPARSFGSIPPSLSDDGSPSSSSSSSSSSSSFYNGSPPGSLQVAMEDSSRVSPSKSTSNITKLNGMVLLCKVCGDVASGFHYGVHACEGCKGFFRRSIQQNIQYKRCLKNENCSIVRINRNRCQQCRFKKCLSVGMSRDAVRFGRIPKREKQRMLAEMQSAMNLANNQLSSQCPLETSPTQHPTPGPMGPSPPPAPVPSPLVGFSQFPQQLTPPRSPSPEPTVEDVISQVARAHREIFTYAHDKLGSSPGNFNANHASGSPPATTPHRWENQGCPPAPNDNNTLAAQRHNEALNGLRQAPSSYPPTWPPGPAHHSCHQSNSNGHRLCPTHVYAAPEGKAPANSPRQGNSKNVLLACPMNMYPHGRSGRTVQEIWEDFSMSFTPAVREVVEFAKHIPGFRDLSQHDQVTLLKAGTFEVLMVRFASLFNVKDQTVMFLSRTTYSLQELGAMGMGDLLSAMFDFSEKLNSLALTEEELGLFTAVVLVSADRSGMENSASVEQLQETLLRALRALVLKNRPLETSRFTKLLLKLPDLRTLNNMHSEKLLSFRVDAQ
rCAG RNA binder = binders of r(CAG) RNA repeats, primary screen, biochemical, fluorescence | r(CAG) RNA repeat, TO-PRO-1 dye displacement fluorescence | inhibition, % at 3 µM | 370,000 tested, 1.3% active | AID 651821, 2012;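 active = inhibition above the plate cutoff, the mean of all test compounds on that plate plus 3 SD, cut at about 35% in these data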;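 also: 0% = DMSO alone and 100% = 100 µM mitoxantrone as full dye displacement; higher means more dye released from RNA so lower well fluorescence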
TDP2 inh = human TDP2 enzyme inhibitors, primary screen, biochemical, epi absorbance, recombinant enzyme; Tyrosyl-DNA phosphodiesterase 2 (Homo sapiens), O95551; T5PNP hydrolysis, p-nitrophenol absorbance 415 nm; inhibition, % at 12.8 µM; 370,000 tested, 0.34% active; AID 720702, 2013;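 active = inhibition above the mean of all tested compounds plus 3 SD, set per campaign, cut at about 25% in these data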;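 also: 0% = DMSO with enzyme and 100% = buffer with substrate but no TDP2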
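Test system: Human TDP2 enzyme | Reagent: 5 mM T5PNP | Compound dosing: 12.8 µM single point, 1% DMSO | Incubation: Enzyme reaction with compound for 2 h at 37 °C | Technique: p-Nitrophenol epi absorbance | Read-out: % inhibition relative to enzyme-containing and enzyme-free wells | Benchmarks: High control without enzyme, low control DMSO plus TDP2 | Replicates: Singlicate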
PRMT1 FP inh = PRMT1 methyltransferase inhibitors, primary screen, biochemical, fluorescence polarization | Protein arginine N-methyltransferase 1 (Homo sapiens), Q99873 | inhibition, % at 2.79 µM | 370,000 tested, 1.3% active | recombinant PRMT1, activity-based probe fluorescence polarization;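 active = inhibition above about 21% made by adding two undisclosed values, limit read from the data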
Target sequence (Q99873 whole entry, looked up): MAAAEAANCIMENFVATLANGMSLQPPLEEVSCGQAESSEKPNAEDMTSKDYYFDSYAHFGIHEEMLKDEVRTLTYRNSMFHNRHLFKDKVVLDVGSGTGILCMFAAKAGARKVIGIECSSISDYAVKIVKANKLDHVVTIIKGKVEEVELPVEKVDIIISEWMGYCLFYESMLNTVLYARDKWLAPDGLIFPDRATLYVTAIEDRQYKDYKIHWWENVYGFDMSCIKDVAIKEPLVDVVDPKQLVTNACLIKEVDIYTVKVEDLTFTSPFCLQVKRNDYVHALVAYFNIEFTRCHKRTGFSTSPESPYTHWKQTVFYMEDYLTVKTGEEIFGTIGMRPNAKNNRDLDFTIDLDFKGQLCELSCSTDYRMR
SIAE primary = human SIAE inhibitors, primary screen, biochemical, fluorescence polarization, FP-Rh probe, 1536-well HTS | Sialate O-acetylesterase (Homo sapiens), Q9HAT2 | SIAE FP-Rh probe binding | inhibition, % at 9.66 µM | 370,000 tested, 0.69% active | AID 1053197, 2014;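 active = inhibition above a cutoff: mean of compounds within the control limits plus 3 SD of those, cut at about 17% in these data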;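 also: 0% = plate median of compound wells and 100% = probe without SIAE protein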
The depositor's hits bear a star; / = not tested or not shown. Some of the compounds tested; the hit share may differ from the screen's.

SMILES	HTRA1 inhibitor	LEDGF integ inh	TCR CD3 inh	PG9 Ab binder	ABHD4 inh	Rev-erbA mod	rCAG RNA binder	TDP2 inh	PRMT1 FP inh	SIAE primary
O=C(OCN1C(=O)c2ccccc2C1=O)c1cccnc1SC(F)F	-7	0	-7	0.3	-1	2	-1	-1	3	-3
Cc1cc(C)c2c(NC(=S)Nc3ccccc3)n[nH]c2n1	4	3	-3	1.2	2	14	4	11	-1	10
CCc1cc2c(=O)c(-c3ccc4c(c3)OCCO4)c(C)oc2cc1OS(C)(=O)=O	-11	-7	-8	0.8	-12	0	5	-15	6	-7
CCOC(=O)c1c(C)[nH]c(C)c1S(=O)(=O)N1CCN(c2ccc(F)cc2)CC1	-4	-2	-6	-1.8	1	2	2	6	-1	19*
CNC(=O)CSc1nnc(-c2cccnc2)n1CCc1ccccc1	3	1	4	1.8	-3	0	0	-2	-1	-5
CCCCn1c(=O)c(CCC(=O)O)nc2ccccc21	-6	-3	-8	-0.9	5	-1	-3	2	4	8
O=C(NCc1nnc2c(C(F)(F)F)cc(Cl)cn12)c1ccco1	2	0	-1	3.0	8	-1	2	-1	5	2
CS(=O)(=O)c1ccc(NCCN2CCOCC2)c([N+](=O)[O-])c1	9	-3	0	0.9	4	5	1	4	-5	0
O=C(CSCc1ccccc1Cl)NNC(=S)Nc1ccccc1	16	0	-8	0.9	3	-3	11	-15	2	2
O=C(NCc1nnc2c(C(F)(F)F)cc(Cl)cn12)c1ccc(Br)o1	-3	3	4	0.0	-2	0	3	1	-1	-1
O=C1C=C(O)CC(c2ccco2)C1 (stereo not given)	1	38*	-1	-0.8	11	-3	13	-7	19	10
COc1cc2[nH]c(=O)n(Cc3ccc(C(=O)NC4CCCC4)cc3)c(=O)c2cc1OC	-3	1	7	2.0	-8	-11	0	3	-1	-1
CCc1ccc2nc(N)sc2c1	2	-3	-5	-1.8	2	-2	0	4	3	4
C=CCOc1cccc(CNCc2cccnc2)c1	0	4	-2	-0.5	-1	0	1	-25	0	-6
CCc1sc(C(=O)Nc2ncccc2C)cc1C	6	5	-3	-0.5	0	-2	-1	-10	-4	0
CCCCCCSc1ccc(-c2nc3ccc(Cl)cn3c2NCc2ccccc2)cc1	5	1	7	0.6	31*	24*	3	5	0	1
CC(C)(C)c1ccc(S(=O)(=O)N2CCC(N3CCCCC3)CC2)cc1	4	1	-8	-1.6	-1	1	-2	-9	-1	-7
COc1ccccc1N1CCN(CCC(=O)Nc2cccc(F)c2)CC1	10	0	6	0.2	7	2	2	-6	-3	9
COc1ccc(NC(=O)C(Cl)=C(Cl)Cl)cn1	-2	2	4	-1.4	-3	-4	-3	-4	-1	0
Nc1nc(CSc2nc3ccccc3[nH]2)cs1	1	-1	-1	-2.3	3	7	2	-9	4	-3
CCOC(=O)C1(c2csc(N)n2)COC(=O)C1 (stereo not given)	-1	1	2	0.1	-2	-5	2	4	2	-2
CCCOc1ccc(N2C(=O)CC(N3CCCC(C(=O)N4CCCC4)C3)C2=O)cc1 (stereo not given)	4	-2	-2	0.9	3	-4	1	8	39*	-2
C[C@H]1[C@H](NC(=O)c2ccc(Cl)cc2)CC[C@@]23CCCN2C(=O)CCC[C@@H]13	/	1	/	/	2	-5	/	-2	3	-6
COc1ccc(S(=O)(=O)N(C)C[C@H]2Oc3ccc(NC(=O)C4CCCCC4)cc3C(=O)N([C@H](C)CO)C[C@@H]2C)cc1	-5	1	0	-1.4	-3	-3	3	13	-2	-1
CC(=O)C1=C(C)N(Cc2ccc(Cl)cc2)C(=S)NC1c1ccc(F)cc1 (stereo not given)	/	-2	4	-2.4	-14	0	5	-6	0	-6
SMILES	HTRA1 inhibitor	LEDGF integ inh	TCR CD3 inh	PG9 Ab binder	ABHD4 inh	Rev-erbA mod	rCAG RNA binder	TDP2 inh	PRMT1 FP inh	SIAE primary
COCCCNC(=O)Cn1c(=O)n(CC(=O)NCCc2ccc(OC)c(OC)c2)c(=O)c2sccc21	6	2	11	0.4	0	-1	-5	-4	-6	4
Cc1cc(C(=O)NNC(=O)Cc2ccc(Cl)cc2)c(C)o1	-6	5	1	-1.6	1	-2	3	12	-2	3
Cc1cc(C)cc(NC(=O)N2CCC(C(=O)c3ccc(F)cc3)CC2)c1	-12	0	6	-1.9	-10	-4	-2	-9	-2	1
Cc1ccc(NC(=O)CCc2ccc(S(=O)(=O)NC3CCCCC3)cc2)cc1	-19	-1	6	-0.9	-4	-5	1	-5	-1	-7
C/C(N)=C(\C#N)C(=O)NCCc1ccccn1	1	2	5	-0.8	3	-2	-4	5	1	-2
Cc1nn(-c2ccccc2)c2sc(C(=O)NNC(=O)COc3ccccc3)cc12	-26	-3	0	1.9	-8	-3	19	-7	-2	-21
Nc1ccc2nc[nH]c2c1	7	2	6	-5.2	15	3	4	11	5	6
O=C(c1ccc(Cl)c([N+](=O)[O-])c1)N(Cc1ccc(F)cc1)C1CCS(=O)(=O)C1 (stereo not given)	13	-2	-10	0.4	-5	-3	-2	4	2	-5
O=C(CCCN1C(=O)/C(=C\c2ccccc2)SC1=S)Nc1ccc(C(=O)O)cc1	3	0	3	-2.5	-12	-5	3	-8	-8	-7
COc1cc(C(=O)Nc2c(C(=O)O)[nH]c3ccc(C)cc23)cc(OC)c1OC	2	-9	-2	-4.6	-1	-6	54*	-19	14	2
CC(=O)c1ccc(N2CCN(C(=O)C3CCN(S(=O)(=O)c4ccc(F)cc4)CC3)CC2)cc1	8	8	0	-1.4	1	-6	1	-13	-3	-8
CNC(=O)c1nnsc1S(=O)(=O)c1ccc(Cl)cc1	0	1	-3	-2.5	-10	3	-1	-16	78*	-4
O=C(CN1C(=O)C2C3C=CC(C3)C2C1=O)N1CC=C(c2ccccc2)CC1 (stereo not given)	4	4	-8	0.7	1	-5	2	-3	1	-1
COc1ccc(-c2csc3ncn(Cc4ccccc4)c(=O)c23)cc1	-31	5	2	1.1	-17	-1	8	-19	-2	-12
c1ccc(-c2cn3nc4c(nc3n2)CCCC4)cc1	10	6	1	-1.2	17	2	4	3	3	0
COc1ccc(S(=O)(=O)N2CCN(C(=S)NCC3CCCO3)CC2)cc1OC (stereo not given)	6	4	1	-2.7	8	-2	-1	12	-6	-8
CCN1CCN(C(c2ccc(OC)cc2)c2nnnn2Cc2ccc3c(c2)OCO3)CC1 (stereo not given)	1	0	6	-0.4	1	-4	-4	2	-2	0
Cc1ccc(-c2cc(-c3nnc(SCC(=O)NC(C)C(C)C)n3N)c3ccccc3n2)cc1 (stereo not given)	-14	-2	3	-2.1	-5	0	-2	2	-3	-1
CC(C)[C@@H](C)/C=C/[C@@H](C)[C@H]1CC[C@@H]2[C@]1(C)CCC1[C@]23C=C[C@]2(C[C@@H](O)CC[C@]12C)N(C(=O)Cc1ccccc1)O3 (stereo not given in full)	/	5	5	-1.5	2	2	3	1	-2	-2
CCn1c(SCc2cccc(C(F)(F)F)c2)nnc1-c1ccco1	0	5	-1	-2.7	2	-2	-6	-15	8	-2
COCCn1c(SCC(=O)N2CCCCC2)nc2c(c1=O)SC(C)C2 (stereo not given)	2	0	0	1.9	2	-1	-6	2	1	3
Cc1ccc(C)c(S(=O)(=O)N2CCN(CC(=O)Nc3ccc([N+](=O)[O-])cc3)CC2)c1	-9	2	6	-3.2	-11	-3	-1	-7	-3	7
S=c1[nH]c(-c2ccccc2)cn1/N=C/c1ccccc1Br	-1	-2	-4	1.7	5	2	10	5	11	-6
COc1ccccc1NS(=O)(=O)c1cccs1	-7	-1	1	-2.2	-9	4	2	3	3	2
Cc1ccc(C(=O)C(C)[n+]2cccc(C(N)=O)c2)cc1 (stereo not given)	2	3	-4	-2.0	0	-1	-1	10	-4	-1

Three compounds drawn at random from the list so far:
SMILES	HTRA1 inhibitor	LEDGF integ inh	TCR CD3 inh	PG9 Ab binder	ABHD4 inh	Rev-erbA mod	rCAG RNA binder	TDP2 inh	PRMT1 FP inh	SIAE primary
COc1ccccc1NS(=O)(=O)c1cccs1	-7	-1	1	-2.2	-9	4	2	3	3	2
Nc1ccc2nc[nH]c2c1	7	2	6	-5.2	15	3	4	11	5	6
COCCCNC(=O)Cn1c(=O)n(CC(=O)NCCc2ccc(OC)c(OC)c2)c(=O)c2sccc21	6	2	11	0.4	0	-1	-5	-4	-6	4

(further entries)
SMILES	HTRA1 inhibitor	LEDGF integ inh	TCR CD3 inh	PG9 Ab binder	ABHD4 inh	Rev-erbA mod	rCAG RNA binder	TDP2 inh	PRMT1 FP inh	SIAE primary
COc1ccccc1NC(=O)c1ccc2c(c1)C(=O)N(c1ccccc1OC)C2=O	-15	-2	-4	-1.1	8	-2	-4	-4	0	-2
Cc1ccc(CN(C(=O)COc2ccc([N+](=O)[O-])cc2)C2CCS(=O)(=O)C2)o1 (stereo not given)	-4	-1	1	2.1	-2	1	0	14	2	0
N#Cc1c2n(c(=O)[nH]c1=O)CCCCC2	2	-1	4	0.1	2	1	1	0	-2	-1
COc1ccc(Cl)cc1S(=O)(=O)Nc1ccc2c(c1)n(C)c(=O)n2C	-2	2	2	-0.1	-1	-2	4	-8	0	8
C[C@@H]1CC[C@@]2(O[C@H](CCO)C[C@H](O)[C@H]2O)O1	6	0	4	2.3	-2	-5	1	-2	0	3
COc1ccc(-c2nnn(CC(=O)N(CC(=O)NC3CCCC3)Cc3cccs3)n2)cc1OC	3	0	1	-0.4	-5	-5	2	-4	2	-3
NC(=O)c1ccsc1NC(=O)COC(=O)Cc1ccccc1Cl	24	7	7	-0.4	-14	5	2	0	2	-10
COc1cccc(CN(C)C(=O)Cn2cc(C)c(=O)[nH]c2=O)c1	14	6	-3	0.5	0	5	3	-15	-6	-2
Cc1ccc(OCC(=O)N2c3ccccc3NC(=O)C2(C)C)c([N+](=O)[O-])n1	7	-1	-5	-0.4	3	1	3	7	2	-2
O=C(c1ccccc1)c1cccn1CC(=O)N1CCCCCC1	0	0	6	-1.4	6	-1	2	4	1	-13
Cc1cc(=O)[nH]c(Nc2cccc(F)c2)n1	-2	-4	-3	1.6	6	-5	2	4	3	1
CC(C)(C)c1ccc(C(=O)NNC(=O)CCc2ccccc2)cc1	/	0	3	-1.8	-6	1	-5	6	-1	-2
COc1ccc(CN2C(=O)C(C)=C(C)C2OC)cc1 (stereo not given)	1	0	6	1.2	-5	-3	-2	7	-1	2
CCOc1ccc(N(C(C)C(=O)NCc2ccco2)S(C)(=O)=O)cc1 (stereo not given)	1	0	-6	1.1	-3	-3	5	-12	7	-2
O=C(CSc1ccc(Cl)cc1)NC1=NN(c2ccccc2)C(=O)C1	5	4	0	0.2	21	-4	55*	25*	1	25*

Source: PubChem BioAssay
